# Screens: PubChem BioAssay, National Center for Advancing Translational Sciences (NCATS)
# A-T KAP1 phos – potential ataxia-telangiectasia treatments restoring KAP-1 phosphorylation; […] A-T fibroblasts, KAP-1 phosphorylation AlphaLISA; neocarzinostatin DNA damage 30 min before lysis; AID 485349; Potency, µM (highest dose often 57.5 µM), without a hit: at the top dose activation, usual class: activators; hit rate 0.19% among 320,000; further: potency means the concentration at half of the fitted maximal effect; % of control where 0% means no effect; nearly all actives have a fitted effect of over 45% in size
#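 ATM-like activity read as KAP-1 phosphorylation via AlphaLISA donor/acceptor antibody pairs after lysis and 6 hr at 25C. Cells were ATM-null patient fibroblasts ([…], hTERT), dosed 60 min, then exposed to the DSB inducer NCS for 30 min.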
# Integrin act MD – activates integrin-mediated alleviation for muscular dystrophy; hit rate 0.064% among 350,000; alpha7betagal myoblasts, beta-gal FDG fluorescence, 48 h; Potency, µM (titrated, usually from 38.3 µM), without a hit: top-dose activation, actives largely listed as activators;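 further: potency means the concentration at half of the fitted maximal effect; 100% = response of the positive control SU9516; nearly all actives have a fitted effect of over 60% in size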
#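 Alpha7betagal+/- myoblasts (passage 13) were plated 16-24 hr, then exposed to compounds (1:260 dilution of DMSO stock) for 48 hours at 37C. After MPER lysis, β-galactosidase reporter activity was read as FDG fluorescence (ex 480/em 540) after 30 minutes.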
# CXXC DNA block – MLL CXXC-DNA interaction inhibition. MLL-CXXC / FITC-HOXA9 DNA fluorescence polarization. hit rate 0.037% among 290,000. Q03164. AID 2662. Potency, µM (top dose mostly 115 µM), inactives show top-dose activity change, negative = inhibition, hits mostly inhibitors; active means well fitted inhibition curve with a large enough effect in the polarisation, with a control signal flat, not every such curve was filed as active; inconclusive means small, poorly fitted or top-dose-only effect, or effect the other way, or a change in a side signal; inactive means no such curve, though single readings can be large or run the other way; the % refers to the polarisation; further: potency means the concentration at half of the fitted maximal effect
#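 Steps: dispense CXXC domain solution (7 uM) → pin compounds or unlabeled HOX-A9 DNA control → 5 min ambient → add FLSN-HOX-A9 solution (50 nM) → spin → 30 min ambient → fluorescence polarization. Tris pH 7.5/NaCl/DTT/BSA buffer.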
# p53 reactivator – restores transcriptional activity of mutant p53; Potency, µM (series often up to 92.2 µM), inactives show at the top dose activity change, positive = activation, actives largely listed as activators; AID 504706; hit rate 0.063% among 320,000; H1299 p53-A138V BP100-luciferase reporter, luminescence, 24 h; further: potency means the concentration at half of the fitted maximal effect; % of control where 0% means no effect; nearly all actives have a fitted effect of over 45% in size
#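 p53-null H1299 cells stably carrying temperature-sensitive p53-A138V and a BP100-luciferase reporter were pinned with compounds (4-point, 1:5 series) and held 24 hrs at 37 deg C. Luminescence was read 10 min after detection reagent.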
# B2AR arrestin – agonists driving beta-arrestin recruitment to human beta2-adrenergic receptor; P07550; Potency, µM (titrated, usually from 46.1 µM), without a hit: top-dose activation, most hits filed as activators; beta-arrestin recruitment to beta2AR, cell-based reporter; hit rate 0.02% among 330,000;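 further: potency means the concentration at half of the fitted maximal effect; 0% = DMSO controls and full agonism = EC100 isoproterenol or metaproterenol; nearly all actives have a fitted effect of over 65% in size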
# Target sequence (P07550 whole entry, looked up): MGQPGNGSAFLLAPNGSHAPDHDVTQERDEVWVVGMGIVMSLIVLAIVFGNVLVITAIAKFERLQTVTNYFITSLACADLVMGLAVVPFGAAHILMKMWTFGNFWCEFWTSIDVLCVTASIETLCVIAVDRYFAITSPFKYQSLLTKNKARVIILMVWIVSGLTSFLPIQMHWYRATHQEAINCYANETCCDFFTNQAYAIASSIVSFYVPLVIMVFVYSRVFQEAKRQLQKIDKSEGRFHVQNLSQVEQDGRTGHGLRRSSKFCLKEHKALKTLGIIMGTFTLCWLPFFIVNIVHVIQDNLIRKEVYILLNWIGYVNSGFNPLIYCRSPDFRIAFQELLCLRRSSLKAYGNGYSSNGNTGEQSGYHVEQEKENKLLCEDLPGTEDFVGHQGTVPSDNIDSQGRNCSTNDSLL
# BRCA1 expr act – activators of BRCA1 expression | MCF7-BRCA1-FFLuc reporter, luminescence, 48 h; response scale: scaled: vehicle 0%, 10 µM genistein 100% | Potency, µM (highest dose often 46.1 µM), for the others: at the highest dose activation, hits mostly activators | hit rate 1.1% among 380,000 | AID 624202; further: potency means the concentration at half of the fitted maximal effect; nearly all actives have a fitted effect of over 80% in size; some results filed as inactive show a strong effect at the top dose
#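 Quantitative HTS in MCF7 cells stably reporting BRCA1 expression via firefly luciferase. Compound treatment lasts 48 h at 37 °C in phenol-red free MEM. Activation is expressed relative to genistein at 10 microM and DMSO.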
# PTAP TSG101 blk – blocks PTAP/TSG101 interaction to inhibit HIV-1 budding; Q99816; Fluorescence polarization, FITC-PTAP peptide / Tsg101 binding; Potency, µM (top dose mostly 115 µM), without a hit: top-dose activity change, negative = inhibition, usual class: inhibitors; 340,000 tested, under 10 active; AID 493005; active means well fitted inhibition curve with a large enough effect in the main read-out, with a control signal flat, not every such curve was filed as active; inconclusive means small, poorly fitted or top-dose-only effect, or effect the other way, or a change in a side signal; inactive means no such curve, though single readings can be large or run the other way; further: potency means the concentration at half of the fitted maximal effect; % of control where 0% means no effect
# Target sequence (Q99816 whole entry, looked up): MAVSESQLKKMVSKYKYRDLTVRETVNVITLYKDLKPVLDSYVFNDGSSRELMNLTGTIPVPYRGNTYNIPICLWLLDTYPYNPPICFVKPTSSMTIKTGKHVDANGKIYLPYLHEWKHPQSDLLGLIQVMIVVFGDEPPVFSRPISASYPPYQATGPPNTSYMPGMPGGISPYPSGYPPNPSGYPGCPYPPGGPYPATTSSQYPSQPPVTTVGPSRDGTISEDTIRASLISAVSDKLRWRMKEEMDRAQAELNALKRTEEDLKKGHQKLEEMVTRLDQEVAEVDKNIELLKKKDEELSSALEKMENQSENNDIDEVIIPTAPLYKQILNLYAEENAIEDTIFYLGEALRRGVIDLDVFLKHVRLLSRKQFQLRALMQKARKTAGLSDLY
#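 Tsg101 binding domain (10 uM final) was mixed with compound and a FITC-labeled PTAP peptide (50 nM final) in HEPES pH 7.5 buffer with NaCl, Tween 20, EDTA and TCEP; fluorescence polarization was read after 20 min at r.t.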
# TCR activator – T cell receptor activation | 330,000 tested, under 10 active | Potency, µM (top dose mostly 9.22 µM), inactives show at the highest dose activation of IL-2 secretion, usual class: activators | primary human leukocytes, anti-CD3, IL-2 HTRF, 48 h; further: % of control where 0% means no effect
#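 Primary human leukocytes receive a-CD3 beads and test compound and are incubated 48 hr. Secreted IL-2 is then assayed by HTRF, measuring 665nm acceptor emission after 320nm excitation of the europium donor.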
# ELG1 repair inh – ELG1-dependent DNA repair inhibition. HEK293T ELG1-luciferase reporter, luminescence, 16 h; DNA damage induced by 5-fluorouridine. Potency, µM (series often up to 46.1 µM), for the others: at the highest dose activity change, negative = inhibition, hits mostly inhibitors. hit rate 2.3% among 330,000; further: potency means the concentration at half of the fitted maximal effect; on the % scale 0 is the no-effect control and ±100 the full control effect; nearly all actives have a fitted effect of over 55% in size
#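 Luminescence from the luciferase reporter, measured 30 min after ONE-Glo reagent at room temperature, was the read-out. Beforehand, 2,000 cells per well were exposed for 16 hr at 37 °C to 5-fluorouridine together with compound or vehicle.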
# TRPV1 agonist – agonists of human vanilloid receptor 1 (TRPV1); Q8NER1; TRPV1-expressing cells, Fluo-8 calcium influx, agonist mode; activation, % at 8.33 µM; hit rate 0.19% among 320,000; in the data active means activation above about 80%; inconclusive means between about 30% and that limit; further: 0% is about no effect
#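 Fluo-8 calcium influx in TRPV1-expressing cells, kinetic read (ex 480/em 520 nm). Compound added and read 3 min for agonist activity, followed by capsaicin at EC20 final and 2 min further read for enhancement.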
# Starred values were filed as active, the others as inactive; ? = inconclusive; nt = not tested or not shown; & = joins results of further samples; [ ] = remark or other dose. Unless noted, the call rests on the fitted dose curve; in most records, active means well fitted curve in the direction sought with a large enough effect; inconclusive means small, poorly fitted or top-dose-only effect, or another doubt; inactive means no such curve, though single readings can be large; an effect the other way counts as inactive or inconclusive.
SMILES,A-T KAP1 phos,Integrin act MD,CXXC DNA block,p53 reactivator,B2AR arrestin,BRCA1 expr act,PTAP TSG101 blk,TCR activator,ELG1 repair inh,TRPV1 agonist
COc1ccc(CCNC(=O)c2ccc3c(=O)n(Cc4ccco4)c(=S)[nH]c3c2)cc1OC,-11%,-39%,0%,1%,0.5%,-21%,-2%,4%,?,-7
CC(C)NC(=O)NS(=O)(=O)c1cnccc1N1CCCCC1,nt,0%,3%,0%,-1.2%,2%,-2%,9%[46.1 µM],5%,2
NNC(=O)C1COc2cc3ccccc3cc2O1 (stereo unspecified),29%,40%,18%,-51%[inhibitor],-0.6%,13%,-2%,1%,1%,-3
O=C(COc1ccccc1Cl)NC(=S)Nc1cccc(NC(=O)c2ccccc2Cl)c1,7%,18%,34%[activator],2%,0.0%,11%,-3%,7%,2%,-2
CC(NC(=O)N1CCOCC1)c1ccccc1 (stereo unspecified),2%,?,-13%,-4%,-0.7%,5%,-5%,nt,-11%,-5
CCN1CCN(c2cc(C)c3cc(NC(=O)Cc4ccccc4OC)ccc3n2)CC1,12%,-17%,6%,-1%,-0.1%,-14%,-3%,2%,7%,-12
CCOC(=O)C1(CCCc2ccccc2)CCN(C(=O)[C@@H]2C[C@@H](C)NC(=S)N2)CC1,-4%,-10%,-3%,0%,-1.3%,9%,-2%,-5%,-8%,9
CC(C)c1ccc(C(=O)OCC(=O)c2c(N)n(C)c(=O)n(C)c2=O)cc1,10%,0%,nt,-6%,-1.0%,-37%,-2%,1%[46.1 µM],?,nt
Cc1cc(C)cc(NC(=S)NCc2cccnc2)c1,-2%,2%,17%,3%,0.6%,29%,1%,-4%[46.1 µM],26%,?
O=C(CCS(=O)(=O)c1ccccc1)Nc1ccccc1N1CCOCC1,-2%,3%,-1%,5%,-0.2%,2%,0%,2%,0%,7
COc1ccc(S(=O)(=O)N(c2onc(C)c2Cl)S(=O)(=O)c2ccc(OC)cc2)cc1,0%,14%,-1%,-5%,0.4%,-3%,-4%,0%,12%,4
O=C(c1cnn2c(C(F)(F)F)cc(-c3cccs3)nc12)N1CCCC1,30%,-32%,-10%,-5%,-0.5%,-19%,-5%,5%,-4%,-2
CCn1cc(/C=N/NC(=O)c2ccc3c(c2)OCO3)cn1,2%,9%,8%,2%,0.5%,-10%,-1%,-2%[46.1 µM],21%,0
CCOC(=O)N1CCN(C(=O)CSc2ccc3nnc(-c4ccncc4)n3n2)CC1,1%,35%,18%,-2%,-0.1%,3%,-6%,-26%,-20%,0
Cc1csc(CNc2ncnc3ccc(-c4ccc5c(c4)OCCO5)cc23)c1,7%&-17%,nt,nt,-5%,4.1%&3.6%,-52%,-4%,-3%,?,26
C/C(=N\NC(=O)c1ccc(NS(=O)(=O)c2cccs2)cc1)c1ccc(O)cc1O,-4%,6%,-2%,9%,-0.8%,-30%,-2%,4%,?,-1
CCOc1cc(S(=O)(=O)N2CCOCC2)ccc1F,2%,17%,-3%,1%,-0.1%,-18%,-1%,-9%,0%,0
O=S(=O)(c1cc(C(F)(F)F)ccc1Cl)N1CCN(c2ccccn2)CC1,-27%,15%,-12%,0%,0.0%,1%,-6%,-1%,-3%,13
CC1=C(C(=O)OCC2CCCO2)C(c2ccc(F)cc2)NC(=O)N1 (stereo unspecified),0%,-12%,3%,-3%,0.0%,-23%,-1%,0%,5%,-1
CC(=O)Nc1ccc(NC(=O)COC(=O)c2ccc(Cl)nc2)cc1,5%,-7%,nt,5%,0.1%,-6%,-3%,8%,16%,-3
CCCCNc1oc(-c2ccc(OC)cc2)nc1S(=O)(=O)c1ccccc1,4%,5%,-14%,2%,0.0%,-8%,-7%,-4%,?,-4
O=C(O)c1cnc(-c2ccccc2)nc1Oc1ccccc1,-1%,16%,3%,1%,0.0%,0%,1%,-2%,0%,-1
COc1ccccc1CNC(=O)COC(=O)Cc1ccc(Br)cc1,0%,19%,nt,-6%,-0.4%,7%,-2%,-2%,8%,nt
CC12CCC(C(=O)O)(c3nc(C#N)c(C#N)nc31)C2(C)C (stereo unspecified),nt,-11%[7.66 µM],-1%,nt,nt,0%,-6%,-64%,nt,2
O=C(Cc1cccs1)Nc1cccnc1,5%,-6%,-4%,0%,-1.0%,-2%,-4%,nt,8%,0
COc1ccccc1C(=O)COC(=O)c1cnc(C)cn1,8%,-17%,nt,-1%,-0.2%,0%,-1%,-13%,19%,-3
COc1cc([N+](=O)[O-])ccc1NC(=O)NCc1ccco1,1%,16%,8%,11%,-0.3%,5%,-3%,2%,21%,5
CCn1c(=O)c(C(=O)NCc2ccc(OC)cc2)c(O)c2ccccc21,-1%,5%,1%,0%,0.2%,-26%,-6%,-8%,-9%,-1
O=C(NCc1cccnc1)C(=O)Nc1ccc([N+](=O)[O-])cc1,9%,3%,4%,1%,-0.2%,-19%,-6%,2%,6%,3
CC1(C)CC(NC(=O)c2ccc(Cl)cc2Cl)CC(C)(C)N1,-9%,3%,0%,nt,-0.7%,7%,-2%,-6%,-10%,-5
Cc1cccc(C)c1NC(=O)COC(=O)C1C2CC3OC(=O)C1C3C2 (stereo unspecified),-4%,17%,-3%,3%,-0.2%,17%,0%,4%,0%,-1
CCOC(=O)c1cnc(-n2nc(C)cc2C)nc1Nc1ccccc1OC,2%,nt,-5%,-3%,0.2%,nt,nt,nt,11%,2
Cn1c(-c2ccccc2)cnc1NCc1ccccc1,1%,-45%[inhibitor],14%,8%,-3.3%,-1%,-7%,nt,26%,-2
Cc1nnc(Sc2c(N)n(C)c(=O)[nH]c2=O)s1,-4%,26%,-2%,23%,-0.1%,0%,-1%,-2%,-7%,-1
COc1ccc2c(c1OC)C(=O)OC2Nc1ccccn1 (stereo unspecified),-1%,2%,2%,-4%,-0.3%,14%,-4%,-3%,15%,-7
COc1ccc(CCN(C)C(=O)CNC(=O)Cc2cccc3ccccc23)cc1OC,?,5%,50%[activator],-17%,0.5%,-20%,1%,-1%,8%,-3
COc1ccc(/C=C2\SC(=O)N(CC(=O)NN3CCN(C)CC3)C2=O)cc1OC,-7%,-4%,-3%,1%,-0.1%,0%,-1%,-3%,5%,0
Cc1ccc(-c2ccc(SCC(=O)NCC3CCCO3)nn2)cc1 (stereo unspecified),-4%,18%,13%,18%,0.4%,61%,-2%,-2%,11%,3
Cc1ccc(C(=O)NCc2ccc3c(c2)OCO3)cc1N1CCCC1=O,1%,-5%,0%,16%,-0.3%,-11%,0%,0%,-9%,nt
O=C(O)c1cccc(-n2sc3ccccc3c2=O)c1,-17%,-11%,nt,?,-0.6%,13%,-3%,2%,24%,-3
CN1CCN(CCCNC(=O)c2ccc(CSCc3cccc(Cl)c3)o2)CC1,-3%,-41%,7%,-5%,-0.2%,-26%,-4%,3%,1%,1
Cc1ccnc(NC(=O)CCC(=O)N(CC(=O)NC(C)(C)C)Cc2ccc3c(c2)OCO3)c1,-2%,-12%,-4%,-4%,-0.2%,-20%,2%,0%,-4%,-3
Cc1nn(CC(=O)N2CCc3ccccc3C2)c(C)c1[N+](=O)[O-],1%,-27%,4%,-1%,0.4%,7%,0%,1%,14%,0
COc1cccc(CC2(CO)CCCN(Cc3cn[nH]c3-c3cc(C)ccc3C)C2)c1 (stereo unspecified),-1%,3%,-3%,-4%,-0.9%,-14%,-2%,3%,-8%,4
Cc1cc(-c2ccccc2)nc2c(Br)c(=O)[nH]n12,-6%,-25%,10%,3%,0.5%,-7%,-2%,3%,1%,-1
CN(CCc1ccccn1)C(=O)c1cc(COc2ccc(F)cc2F)on1,?,22%,46%[activator],-2%,-0.5%,-18%,-1%,8%,0%,2
COc1cc(Br)cc(-c2nc3c(c(=O)[nH]c(=O)n3Cc3ccccc3)n2C)c1O,-4%,-15%,-17%,-11%,4.0%,-28%,-6%,7%,-7%,20
O=C(NNC(=O)c1cccc(O)c1)Nc1ccc([N+](=O)[O-])cc1,-2%,?,5%,-2%,-0.1%,1%,-4%,-3%,-13%,1
Cc1cc(C)c(S(=O)(=O)N2CC=C(c3ccccc3)CC2)c(C)c1,7%,-12%,nt,10%,0.1%,-14%,1%,0%,-6%,-1
O=C(NCCCc1ccccc1)c1ccc(F)cc1,11%,24%,-3%,14%,0.1%,7.1µM*,0%,nt,?,88*
Cn1cnnc1SCC(=O)NNC(=O)c1ccc([N+](=O)[O-])cc1,-5%,-19%,nt,-7%,0.5%,-17%,-2%,-2%[46.1 µM],5%,nt
